# S3 lipid droplet: qHTS Assay for Lipid Storage Modulators in Drosophila S3 Cells | Drosophila S3 cells, BODIPY lipid droplet fluorescence, 18-24 h; cells fed with added oleic acid | Potency in µM for hits, for the others lipid storage change, negative = inhibition, % at the top dose, mostly 46.1 µM | hit rate 0.64% among 320,000; active = well fitted inhibition curve with a large enough effect in the signal ratio, with a control signal flat, not every such curve was filed as active; inconclusive = small, poorly fitted or top-dose-only effect, or effect the other way, or a change in a side signal; the % refers to the signal ratio
#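 Drosophila S3 cells loaded with oleic acid (400 uM, as added) and compounds at several concentrations; lipid droplets imaged by 488-nm laser-scanning cytometry, 500–530 nm intensity and object ratio to cell channel. Percent activity normalized to 20 uM Triacsin C.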
# S3 lipid droplet cell count max: recorded beside S3 lipid droplet, whose call it bears; cell number change, %; measured here: cell count max response;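 cells counted by Cell Tracker Red CMTPX staining in the red channel; peak over a dose series mostly up to 46.1 µM; percent activity relative to internal control wells on each plate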
# * hit, by the source's call; i = inactive; ? = inconclusive; · = no result given; [ ] = another dose, or the depositor's remark. % is set by controls: 0 for no effect and ±100 for the full control effect; potency is the fitted concentration of half-maximal effect. Not all compounds are listed; the hit share may differ from the screen's.
# Below each SMILES: S3 lipid droplet cell count max, S3 lipid droplet
O=C1OCc2cc(NC(=O)C3CCCCC3)ccc21
    ·, ?
COC(=O)c1ccc(NC(=O)COC(=O)c2cccc3c(=O)c(C)c(-c4ccccc4)oc23)cc1
    -2, 10%
C=CCSc1nnc(-c2ccncc2)n1-c1ccc(OCC)cc1
    ·, ?
Cc1ccc(NC(=O)/C(C#N)=C/c2ccc(Sc3nc(C)cc(C)n3)o2)cc1
    ·, ?
O=C(C1CCC(CNc2nc(=S)[nH]c3ccccc23)CC1)N1CCN(c2ccccn2)CC1 (stereo not drawn)
    ·, ?
CC(=O)OCC1O[C@@H](O[C@@H]2C[C@H]3C(C)(C)[C@H](OC(C)=O)CC[C@]3(C)[C@H]3CC[C@]45C[C@]4(CC[C@H]5[C@@H](C)C[C@@H](O)[C@H](O)C(C)(C)O)[C@@]32C)[C@H](O)[C@@H](O)[C@@H]1O (stereo partly drawn)
    ·, ?
Cn1cnnc1SCC(=O)Nc1ccc2c(c1)CCC2
    -5, -2%
COc1ccccc1NC(=O)CCS(=O)(=O)c1ccc2c(c1)NC(=O)C(C)S2 (stereo not drawn)
    5, i
C=CCN(CC=C)S(=O)(=O)c1ccc2nsnc2c1
    ·, ?
CCC(=O)N1CCN=C1SCc1cccc(F)c1
    ·, ?
CCC/C(=N\NC(=O)c1ccc(CSc2nncn2C)cc1)c1ccccc1
    ·, i
CCc1nc(NCC(C)C)c(C#N)c2c1COC(C)(C)C2
    -2, 6%
CN(CCOc1ccc(Br)cc1)CC(O)COc1ccc(C#N)cc1 (stereo not drawn)
    -10, i
CN(C(=O)CCS(=O)(=O)c1cc2c(cc1Cl)NC(=O)CO2)C1CCCCC1
    -11, 12%
CCn1c(SCC(=O)N/N=C/c2c[nH]c3ccccc23)nnc1-c1ccc(C)cc1
    -10, 1%
Cc1coc2c1c(C)cc1oc(=O)c(CC(=O)N[C@@H](CC(C)C)C(=O)O)c(C)c12
    -6, -8%
CCOC(=O)N1C(=O)[C@@](c2ccc(Cl)cc2)(C(C)C)N1C(=O)OCC
    ·, ?
CCOC(=O)c1nc2nc(-c3cccs3)cc(C(F)(F)F)n2n1
    ·, ?
O=c1cc([O-])[n+]2c3n1CCCN3CCC2
    ·, ?
Clc1cc(Cl)c(OCCCCn2cncn2)c(Cl)c1
    2, 19%
O=C1CC(c2ccc(F)cc2)Cc2nc(NCc3ccco3)ncc21 (stereo not drawn)
    ·, ?
COC(=O)c1ccc(/C=N/Nc2nc(-c3ccc(C)cc3)cs2)cc1
    -7, 1%
O=C1N=c2ccccc2=C1c1sc(NS(=O)(=O)c2ccccc2)nc1O
    1, -11%
Cc1[nH]c(SCC(=O)Nc2cc(S(C)(=O)=O)ccc2Cl)nc1Cc1ccccc1
    -12, -23%
COc1ccc(C(=O)Nc2sc(C(=O)N(C)C)c(C)c2C#N)cc1[N+](=O)[O-]
    ·, ?
Fc1ccccc1-c1n[nH]c(=S)n1C1CC1
    ·, ?
CC(C)C(=O)Nc1ccc(C(=O)NNC(=O)c2ccco2)cc1
    ·, ?
CCCCOC(=O)c1ccc(NC(=O)c2nn(C)cc2Br)cc1
    ·, ?
CCOC(=O)C(O)(CC(=O)Nc1ccc(Cl)cc1Cl)C(F)(F)F (stereo not drawn)
    17, 7%
Cc1ccc(C(C)C)c(OCC(=O)Nc2ccc3c(c2)nc(CCN2CCCCC2)n3C)c1
    ·, i
O=C(CSc1n[nH]c(-c2cccnc2)n1)Nc1ccc([N+](=O)[O-])cc1
    ·, ?
Cc1nn(-c2ccccc2)cc1/C=N/NS(=O)(=O)c1ccccc1
    21, 25%
O=C(Cn1ncc2c1-c1ccccc1OC2)N1CCN(Cc2ccccc2)CC1
    ·, ?
O=C(CN1CCN(Cc2cccc3ccccc23)CC1)NCCc1ccccc1
    ·, ?
O=C(CCN1CCOCC1)Nc1ccc2c(c1)N(C(=O)CN1CCOCC1)c1ccccc1CC2
    ·, ?
CC1(C)CC(=O)C(C=NCC2CCN(C(=S)Nc3cccc(Cl)c3)CC2)=C(O)C1
    ·, ?
CCOc1ccccc1NC(=S)N1CCN(c2ccc(O)cc2)CC1
    ·, ?
COc1cccc(NC(=O)CN(C)CC(=O)Nc2ccccc2-c2ccccc2)c1
    ·, ?
O=C(CNC(=O)c1ccco1)Nc1ccc(Cl)cc1
    4, 9%
COc1cc(NC(=O)c2ccco2)c(OC)cc1NC(=O)CSc1ncc(-c2ccc(F)cc2)[nH]1
    ·, ?
O=C(O)C1CCCCC1C(=O)NCc1ccc(F)cc1 (stereo not drawn)
    ·, ?
O=C(NNC1=NCCC1)c1cccc(S(=O)(=O)N2CCCCC2)c1
    6, 5%
Cc1noc(C)c1COc1ccc(CC(=O)NCCc2ccccc2)cc1
    -3, 2%
Nc1nc(-c2c[nH]c3ccccc23)cs1
    14, i
Cc1oc(C(C)(C)C)cc1C(=O)NC(Cc1ccccc1)C(=O)O (stereo not drawn)
    12, -11%
COc1cccc(/C=N/n2cnnc2)c1OCc1ccccc1
    ·, ?
Cc1ccccc1NC(=O)C1CC(=O)OC12CCOC(C)(C)C2 (stereo not drawn)
    ·, 18%
CC(C)(C)c1ccc(NC(=O)COC(=O)c2ccc(NS(=O)(=O)c3ccc(F)c(F)c3)cc2)cc1
    4, -6%
O=C(CCCCCNC(=O)N1CCn2c1nc1ccccc12)N[C@H](Cc1ccccc1)C(=O)O
    -5, -1%
Cc1ccccc1CN1CCN(S(=O)(=O)c2ccc(Cl)s2)CC1
    ·, ?
CCc1ccc(Nc2ncccc2C#N)cc1
    ·, ?
O=C(/C=C/c1ccco1)NC(=S)Nc1cccc(-c2nc3ccccc3o2)c1
    6, -2%
CN(C)/C=C(/C(=O)c1ccccc1)n1cncn1
    ·, ?
COc1ccc(/C=C(\C#N)C(=O)OCC(=O)NCc2ccc(Cl)cc2)cc1
    -23, -4%
CCOc1ccc(OCC)c(NC(=O)C2CCN(c3cnccn3)CC2)c1
    -18, i
COc1cc(/C=C2\N=C3CCCCCN3C2=O)ccc1O
    ·, i
COc1ccc(C(=O)Nc2nnc(C3=COCCO3)o2)cc1OC
    -2, i[0.369 µM]
O=C(Nc1ccccc1)N(C1=NCCCCS1)c1cccc2ccccc12
    ·, -7%
COc1ccc(NC(=O)COC(=O)CNC(=O)COc2ccccc2)cc1OC
    ·, ?
Cc1ccc(S(=O)(=O)CCC(=O)OCC(=O)NCCc2ccccc2)cc1
    7, 4%

# (cont.)
# Below each SMILES: S3 lipid droplet cell count max, S3 lipid droplet
COc1ccc(C2=NS(=O)(=O)N(C)C(C(=O)NCc3ccco3)=C2)cc1OC
    7, 10%
CCCCNC(=O)C1(O)c2cc(Br)ccc2NC(=O)N1c1cccc(OC)c1 (stereo not drawn)
    ·, ?
C=CCN(c1ccc(OC)cc1)S(=O)(=O)c1ccc(Cl)c(C(=O)OCC(=O)NC2CC2)c1
    ·, ?
Clc1ccc(CSc2nnc(/C=C/c3ccccc3)o2)c(Cl)c1
    ·, ?
CCOC(=O)N1CCN(CC(=O)Nc2nc3ccccc3s2)CC1
    ·, ?
CC1CN(C(=O)c2cccc(S(=O)(=O)N3CCN(c4ccccc4)CC3)c2)CC(C)O1 (stereo not drawn)
    2, 14%
CC(C)C[C@@]12C(=O)N(c3cccc(F)c3)C(=O)N1[C@H](c1ccc(Br)cc1)[C@@H]1C(=O)N(C(C)(C)C)C(=O)[C@@H]12
    ·, ?
CCOC(=O)Cc1nn2c(=O)cc(C)nc2s1
    ·, i
C/C(=N/NS(=O)(=O)c1ccccc1)c1c[nH]c2ccccc12
    16, i
CCCC(NS(=O)(=O)c1ccc(Br)cc1)C(=O)O (stereo not drawn)
    ·, ?
Cc1cc([N+](=O)[O-])nn1Cc1ccc(C(=O)N/N=C/c2ccccc2)cc1
    3, 8%
CC(C)N(C=O)C1(C(=O)NC2CCCCC2)CCCCC1
    ·, ?
CC(C)NC(=S)Nc1ccc2cn[nH]c2c1
    ·, 22%
COc1ccc(NC2CCCN(C(=O)CCCn3cncn3)C2)cc1OC (stereo not drawn)
    ·, ?
ON=C1/C(=N\O)CC2(C/C1=N/O)OCCO2
    ·, i
C/C(CCc1ccco1)=N/NC(=O)CCC(=O)Nc1cccc(Cl)c1
    1, -1%
Cc1ccc(C)c(NC(=S)N(Cc2ccc(Cl)cc2)Cc2ccc(C(=O)O)cc2)c1
    -3, 4%
O=[N+]([O-])c1cnn(-c2nc(-c3cccs3)cc(C(F)(F)F)n2)c1
    23, 6%
Cc1nc(NC(=O)c2cccs2)ccc1Br
    -2, 1%
COc1cc(-n2c(=O)c3ccccc3n(Cc3cccc(F)c3)c2=O)cc(OC)c1OC
    ·, -3%
O=C(Nc1nc(=O)n(C(=O)c2cccc(C(F)(F)F)c2)s1)c1ccccc1
    2, 0%
CC(C)N(Cc1nc(-c2ccc(Cl)cc2)no1)C(=O)C12CC3CC(CC(C3)C1)C2
    -1, -25%
O=C(O)c1cccc2c1C(=O)c1ccccc1-2
    ·, ?
CC(=O)Nc1ccc(S(=O)(=O)N2CCc3cc4c(cc3C2)OCCCO4)cc1
    32, 16%
COc1cccc(-c2nc(CS(=O)(=O)CC(=O)Nc3cccc(C)c3C)c(C)o2)c1
    ·, i
Cc1nc(N)sc1N=Nc1ccccc1C(F)(F)F
    ·, ?
CSc1ccccc1OCc1cc(C(=O)NCCCc2ccccc2)no1
    ·, ?
C=CCn1c(C)cc(C(=O)CN2NS(=O)(=O)c3ccccc3C2=O)c1C
    ·, ?
O=C(Nc1cc(Cl)ccc1Cl)Nn1cnnc1
    ·, ?
CCOc1ccccc1-n1c(SCC(=O)N2CCOCC2)nc2ccccc2c1=O
    ·, ?
CCN(CC)c1c([N+](=O)[O-])c(=O)n(C)c2ccccc12
    3, 6%
CC(=O)c1ccc(-n2c(CCC(=O)O)ccc2-c2ccc(Br)cc2)cc1
    ·, 18%
CC(NC(=O)C1CC=CCC1C(=O)O)C1CC2CCC1C2 (stereo not drawn)
    ·, ?
Cc1ccc(CNC(=O)CCCOc2cc(=O)n(C)c3ccccc23)o1
    ·, ?
COC(=O)Cc1ccc(N(Cc2ccccc2F)S(=O)(=O)c2ccc(Cl)cc2)cc1
    ·, ?
Cc1nc(-c2ccccc2)nc2[nH]ccc(=O)c12
    ·, ?
Cc1ccnc(NC(=O)c2ccccc2NC(=O)c2ccccc2)c1
    ·, ?
CCCCCCSc1ccc([C@@H]2[C@@H]3C(=O)N(CC)C(=O)[C@@H]3[C@]3(C(=O)OC)CCCCN23)cc1OC
    ·, ?
CCn1c(SCC(=O)N2CCCC2)nc2c1c(=O)n(C)c(=O)n2C
    -8, 24%
O=S(=O)(N/N=C/c1cccnc1)c1ccc(Cl)c(Cl)c1
    5, -2%
COc1ccc(NC(=S)NNC(=O)c2ccccc2OC(F)F)cc1
    ·, ?
Cc1ccc(SCCN2C(=O)NC(C)(C)C2=O)cc1
    ·, ?
Nc1ccccc1C(=O)N/N=C1\C2CN3CCN(C2)CC1(c1ccccc1)C3
    ·, ?
CCOc1ccc(C(=O)NCC(=O)Nc2ncccc2C)cc1OCC
    ·, ?
c1ccc2c(c1)CCN(c1nc3cc4c(cc3s1)OCCO4)C2
    ·, i
Cc1cccc2sc(NC(=O)CSc3cn[nH]n3)nc12
    ·, ?
S=c1[nH]nc(-c2ccc(Cl)cc2Cl)n1Cc1ccccc1
    -9, i
CCOC(=O)c1c(-c2ccc(OC)cc2)csc1NC(=O)CNCc1ccco1
    ·, ?
CC(=O)Oc1ccc2ccccc2c1C(NC(=O)Cc1ccccc1)c1ccccc1Cl (stereo not drawn)
    ·, ?
COc1ccc(C(=O)N/C(=C\c2cn(C)c3ccccc23)C(=O)N2CCN(C)CC2)cc1
    13, i
Cc1ccc(C)c(N2CCN(C(=O)CCS(=O)(=O)c3ccc4c(c3)NC(=O)CO4)CC2)c1
    ·, i
O=C1NNC(=O)C1c1ccccc1
    14, 5%
CCN(CC)C(=O)C1CC(=O)OC12CCCCC2 (stereo not drawn)
    1, 0%
COc1cc2c(cc1OC)C(c1ccccc1N)=NCC2
    ·, ?
NC(=O)C1CCN(C(=O)CCSc2ccc(Cl)cc2)CC1
    1, 24%
COC(=O)C1=C(C)N(C)C(C)=C(C(=O)OC)C1c1ccc(Cl)cc1
    ·, ?
O=C(/C=C/c1cccs1)Nc1ccc(N2CCOCC2)c(S(=O)(=O)Nc2cc(Cl)ccc2Cl)c1
    ·, ?
O=C(N/N=C/c1ccc(Cl)cc1)Nc1ccccc1
    ·, ?
Cc1cccc(CN2CCN(CC(=O)NCCCN3CCN(c4ccc(F)cc4)CC3)C2=O)c1
    ·, i
COc1ccccc1N1CCN(C(=O)c2ccc(Br)s2)CC1
    ·, ?

# Entries shown so far containing bromine:
# Below each SMILES: S3 lipid droplet cell count max, S3 lipid droplet
CN(CCOc1ccc(Br)cc1)CC(O)COc1ccc(C#N)cc1 (stereo not drawn)
    -10, i
CCCCOC(=O)c1ccc(NC(=O)c2nn(C)cc2Br)cc1
    ·, ?
CCCCNC(=O)C1(O)c2cc(Br)ccc2NC(=O)N1c1cccc(OC)c1 (stereo not drawn)
    ·, ?
CC(C)C[C@@]12C(=O)N(c3cccc(F)c3)C(=O)N1[C@H](c1ccc(Br)cc1)[C@@H]1C(=O)N(C(C)(C)C)C(=O)[C@@H]12
    ·, ?
CCCC(NS(=O)(=O)c1ccc(Br)cc1)C(=O)O (stereo not drawn)
    ·, ?
Cc1nc(NC(=O)c2cccs2)ccc1Br
    -2, 1%
CC(=O)c1ccc(-n2c(CCC(=O)O)ccc2-c2ccc(Br)cc2)cc1
    ·, 18%
COc1ccccc1N1CCN(C(=O)c2ccc(Br)s2)CC1
    ·, ?

# Bioassay records (PubChem BioAssay)
